Screening results deposited in PubChem by several laboratories.
HCT116 bCat-KO: beta-catenin-lacking colon tumor cell growth suppression | HCT116 beta-catenin knockout viability, CellTiter-Glo, 60 h; stronger effect = lower value | viability, % at 10 µM | hit rate 1.5% among 140,000;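 active = viability at or under a set limit, the compound median less 4 SD, cut at about 6% in these data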;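 also: 0% = Hyamine 1622 control at 20 µM and 100% = untreated cell control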
Measles CPE: protection of cells from measles virus; Measles virus-infected cells, CPE protection, absorbance; protection (pct of control), % at 4 µM; hit rate 1.5% among 140,000; AID 841; in the data active = protection mostly above about 24%, no sharp cut-off; inactive = mostly below about 26%; also: some compounds called inactive have numbers as strong as hits
NPY Y2 blocker: antagonists of human neuropeptide Y receptor Y2 | inhibition, % at 2.7 µM | AID 793 | NPY-Y2 expressing cells, antagonist mode | hit rate 0.99% among 140,000 | P49146; in the data active = inhibition above about 17%;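 also: 0% = vehicle with agonist challenge and 100% = reference antagonist with challenge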
Target sequence (P49146 whole entry, looked up): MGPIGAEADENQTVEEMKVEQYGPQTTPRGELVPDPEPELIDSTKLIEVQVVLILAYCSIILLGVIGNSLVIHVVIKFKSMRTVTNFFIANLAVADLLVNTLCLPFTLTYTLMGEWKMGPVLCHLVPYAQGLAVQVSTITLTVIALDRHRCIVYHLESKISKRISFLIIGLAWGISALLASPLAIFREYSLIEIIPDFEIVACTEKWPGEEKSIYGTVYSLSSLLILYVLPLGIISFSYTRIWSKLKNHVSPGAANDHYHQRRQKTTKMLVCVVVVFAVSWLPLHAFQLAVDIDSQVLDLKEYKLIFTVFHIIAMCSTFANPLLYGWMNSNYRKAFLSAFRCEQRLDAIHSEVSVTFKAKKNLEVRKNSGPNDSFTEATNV
E-sel TNF inh: blocks E-selectin expression induced by TNF alpha. HUVEC TNFa-induced E-selectin immunofluorescence, high content. inhibition, % at 2 µM. hit rate 0.71% among 120,000. AID 1246;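 active = inhibition above the batch mean plus 3 SD, and confirmed as a hit on visual image review, cut at about 43% in these data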;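 also: 0% = TNF-stimulated DMSO wells and 100% = unstimulated control wells; not every result past the cut was called active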
MRP-1 activ: MRP-1 activation; viability increase, % at 10 µM; H69AR cells + doxorubicin, viability rescue, CellTiter-Glo; hit rate 0.61% among 140,000;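 active = viability gain under doxorubicin at or above a set limit, the compound median plus 3 SD, cut at about 4.7% in these data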;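 also: MRP-1 overexpressing cells given doxorubicin 25 µM after compound pretreatment; 18-22 h compound pretreatment then 72 h with doxorubicin before readout; 0% = doxorubicin-only wells and 100% = vehicle-treated cells without doxorubicin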
BB579 growth dn: yeast BB579 growth reduction in restrictive medium | hit rate 0.51% among 140,000 | S. cerevisiae BB579 growth, OD615, 48 h | inhibition, % at 10 µM | AID 804;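 active = inhibition above a set limit, 3 SD over the mean compound inhibition, cut at about 44% in these data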; also: inactives centre near -24
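controls = amphotericin B 10 µg/mL, positive | assay system = DeaD yeast strain BB579 | schedule = 48 h compound exposure at 30 °C after 4 h preincubation | detection = OD615 turbidity measurement | medium = restrictive CSMM-D medium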
GALR2 blocker: blocks the human galanin receptor 2. AID 828. O43603. hit rate 0.39% among 140,000. GALR2-expressing cells, antagonist mode. inhibition, % at 4 µM; in the data active = inhibition above about 27%;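 also: cells stimulated with galanin 1-16 at roughly its EC80; 0% = agonist challenge control and 100% = basal control without agonist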
Target sequence (O43603 whole entry, looked up): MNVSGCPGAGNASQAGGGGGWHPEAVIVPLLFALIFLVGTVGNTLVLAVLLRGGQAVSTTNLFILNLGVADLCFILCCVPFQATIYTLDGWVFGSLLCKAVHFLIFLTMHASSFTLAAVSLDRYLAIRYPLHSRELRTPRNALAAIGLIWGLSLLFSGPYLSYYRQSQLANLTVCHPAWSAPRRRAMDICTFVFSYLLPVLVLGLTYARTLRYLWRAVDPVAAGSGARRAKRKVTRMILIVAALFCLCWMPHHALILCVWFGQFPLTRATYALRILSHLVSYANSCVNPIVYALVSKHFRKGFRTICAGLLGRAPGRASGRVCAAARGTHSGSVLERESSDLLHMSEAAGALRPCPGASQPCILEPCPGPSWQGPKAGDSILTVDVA
Phagocyt inh: blocks phagocytosis by macrophages | J774A.1 macrophage IgG-bead phagocytosis, imaging | inhibition, % at 5 µM | hit rate 0.07% among 110,000 | AID 1029;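 active = inhibition above the mean of the plate negative controls plus 5 SD, cut at about 13% in these data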;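 also: phagocytic index as fraction of beads internalized from green versus red external bead signal; plate controls were DMSO negative control for no effect and cytochalasin-D positive control for full effect; some results beyond the cut were filed as inactive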
Yeast life ext: extends the lifespan of yeast; S. cerevisiae growth with nicotinamide, OD615; deaD strain in restrictive glucose medium; inhibition of the nicotinamide effect, % at 10 µM; hit rate 0.68% among 130,000;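 active = inhibition above a set limit, placed 3 SD over the median of all compounds, cut at about 26% in these data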;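 also: 0% = nicotinamide-treated wells and 100% = cells grown without nicotinamide; some compounds called inactive have numbers as strong as hits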
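Measured by: optical density (absorbance) at 615 nm; System: modified budding yeast, DeaD strain; Medium: restrictive CSMM-D dextrose medium; Timing: 4 h preincubation then 48 h treatment at 30 °C.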
HCT116 PTEN-null: suppresses growth of cells with PTEN deletion | AID 827 | HCT116 PTEN-null viability, CellTiter-Glo, 60 h; stronger effect = lower value | hit rate 1.2% among 140,000 | viability, % at 10 µM;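 active = viability at or below a set limit, 4 SD under the median of all tested compounds, cut at about 3.7% in these data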;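 also: PTEN knockout HCT116 line with beta catenin targeted HCT116 as companion control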
* hit, by the source's call; · = no result given; + = active, no number.

SMILES	HCT116 bCat-KO	Measles CPE	NPY Y2 blocker	E-sel TNF inh	MRP-1 activ	BB579 growth dn	GALR2 blocker	Phagocyt inh	Yeast life ext	HCT116 PTEN-null
COc1ccc(C2CC(c3cccs3)=Nc3ccccc3S2)cc1 (configuration not stated)	26	2	12	10	-5.9	-40	8	·	·	24
Oc1ccc(N=Nc2nc(-c3ccccc3)c(-c3ccccc3)[nH]2)cc1	64	26	-6	8	-4.8	-5	7	-6	-3	53
CN(C)c1ccc(C(=O)Nc2nc3c(s2)CCCC3)cc1	36	2	-2	·	-1.0	-25	14	0	-12	36
COC(=O)CN1C(=O)S/C(=C/c2ccc(N3CCCCC3)o2)C1=O	96	6	-2	-5	-1.8	-49	6	·	-3	94
COc1ccc(C(=O)Oc2cccc(/C=N/NC(N)=S)c2)cc1	81	10	3	·	-0.8	-45	16	8	3	96
Cc1ccc(-n2c(C)csc2=N)cc1	92	22	1	7	2.0	-47	-7	0	-15	91
O=C1/C(=C/c2cccnc2)SC(=S)N1c1ccc(F)cc1	81	5	3	27	-0.8	-15	9	·	11	97
COc1ccc(OCCCC(=O)Nc2cc([N+](=O)[O-])ccc2C)cc1	95	4	-1	-17	-1.6	-60	-13	0	-17	93
CC(C)c1nnc(NC(=O)Cc2ccc(Br)cc2)s1	96	11	3	12	0.6	-58	4	-1	7	96
COc1ccc(OC)c(/C=N\NC(=O)CSc2nnc(CCCc3ccc(OC)c(C)c3)o2)c1	86	28	1	-21	-4.7	-46	-11	-1	12	81
CCc1ccccc1NC(=O)CN(C)C(=O)CSc1nn(-c2ccccc2)c(=S)s1	94	25	4	-9	0.7	3	-9	-13	-1	89
Cc1cc(C)n2nc(C(=O)OCC(=O)Nc3ccc4c(c3)OCO4)nc2n1	96	17	1	-10	-0.8	-35	-3	0	-12	104
c1ccc2c3nnc4n(c-3nc2c1)CCCS4	98	7	4	22	-0.8	-19	2	-2	1	102
O=C(Nc1nccs1)C1CCCN1S(=O)(=O)c1ccc(F)cc1 (configuration not stated)	91	5	3	-6	-0.4	-22	-4	+	7	106
COc1cccc2c(=O)n(CC(=O)Nc3ccccc3F)ccc12	98	30	7	0	1.2	-4	8	3	-8	102
COc1ccc(NC(=O)CSc2nnc(-c3ccncc3)n2CC2CCCO2)c(OC)c1 (configuration not stated)	94	42	0	3	-3.3	-41	-7	-1	-8	94
COCCOc1ccc(C(F)(F)F)cc1NC(=O)c1ccccc1	93	22	6	·	2.6	-17	6	-8	-7	95
COc1ccc(OC)c(NC(=O)c2ccc(CN3CCOCC3)cc2)c1	92	5	1	-23	0.6	-17	9	0	-10	91
Cn1ccnc1Sc1nc(Nc2cccc(Cl)c2)nc(N2CCOCC2)n1	60	9	2	19	-1.0	-54	10	0	-10	51
COC(=O)c1n[nH]nc1-c1ccccc1	92	8	3	·	-0.8	-28	-2	-3	11	100
CCOC(=O)CSCC(=O)Nc1nnc(-c2cccc([N+](=O)[O-])c2)s1	93	15	2	-11	0.3	-35	1	·	0	97
COc1cc(OC)c(NC(=S)Nc2cccc(C(C)=O)c2)cc1Cl	115	5	-2	-75	-4.5	-20	9	-1	-20	97
O=C(NC1CCCc2ccccc21)C1CCN(S(=O)(=O)c2cnc[nH]2)CC1 (configuration not stated)	85	9	3	-17	-2.0	-17	1	0	-8	102
COC(=O)Cn1c(C)c(C#N)c2ccccc21	89	15	3	9	-2.7	-35	10	·	·	98
O=C(O)CCSCC(=O)Nc1c(C(=O)C2CC2)oc2ccccc12	91	2	3	-4	-0.6	-27	-10	1	-11	86
COc1cc2c(cc1OC)C1(Nc3c-2c(C)nn3-c2ccccc2)C(=O)Nc2ccccc21 (configuration not stated)	55	4	11	-19	-2.9	-60	-3	0	2	20
CC(=O)O[C@@H]1[C@H](OC(=O)CC(C)C)c2c(ccc3ccc(=O)oc23)OC1(C)C	95	6	2	·	-1.1	-50	4	·	11	85
O=C(CCC(=O)c1cccs1)OCC(=O)c1ccc(Cl)s1	97	4	1	12	-0.5	-34	17	0	-5	106
Cc1ccc(C(=O)N2CCN=C2SCc2ccc([N+](=O)[O-])cc2)cc1	76	10	1	-6	-2.1	-14	1	-9	3	81
CCC(C)n1c(C)nc2c(c1=O)c1nc3ccccc3nc1n2CCC1=CCCCC1 (configuration not stated)	37	9	2	-10	-1.2	-2	-12	-5	-11	43
COc1ccc(C(O)P(=O)(OC2CCCCC2)c2ccc(N(C)C)cc2)cc1OC (configuration not stated)	79	12	1	8	-2.9	0	-20	0	-30	80
Cc1c(Cl)cccc1NC(=O)c1ccc(-n2ccnc2)nc1	96	5	4	-32	-1.2	-24	-2	·	-18	86
CC(OC(=O)c1ccc2ncsc2c1)C(=O)Nc1ncc(Cl)cc1Cl (configuration not stated)	103	2	8	-9	-0.6	-48	-11	7	-3	93
COc1ccc(CNC(=O)C2CCN(S(=O)(=O)c3cc(OC)ccc3OC)CC2)cc1	93	7	1	3	0.3	-44	-18	1	-4	94
CCc1nnc(NC(=O)CSc2nc3c(c(=O)n2-c2ccccc2OC)SCC3)s1	104	16	4	8	-1.5	-63	13	5	-9	110
Cc1ccc(C(=O)NCC(=O)O)cc1S(=O)(=O)N1CCCCC1	92	12	3	-8	-2.6	-18	6	·	4	92
COc1ccc2c(c1)O[C@@H](c1cccc(C(F)(F)F)c1)[C@H](O)C2=O	8	7	1	21	-2.0	5	0	·	8	14
COc1cccc(C(=O)OCCN2CCCCC2)c1	103	4	2	-21	-0.3	-15	-1	·	·	107
Cc1nn(C(C)(C)C)c(OC(=O)c2ccc3c(c2)OCO3)c1S(=O)(=O)c1ccccc1	80	32	3	8	-0.9	-39	-8	·	-9	88
O=C(Nc1cccc(-c2nc3ccccc3s2)c1)c1cc(=O)c2ccccc2o1	81	14	0	35	2.4	-21	7	-11	0	89
CC(C)CCNC(=O)C(C)N(C(=O)Cn1nnc(-c2ccc(F)cc2)n1)C1CCCC1 (configuration not stated)	76	5	1	·	-2.0	-19	-4	-1	-1	83
Cc1nc(N)sc1C(=O)N/N=C/c1ccco1	87	4	0	·	-0.8	-20	4	-5	-3	86
O=C(NC1CC1)c1nc2c(nnn2Cc2ccccc2Cl)c(=O)[nH]1	87	9	5	6	-1.9	-35	-5	·	·	94
Cc1nn(-c2ccccc2)c(C)c1C(=O)OCC(=O)NC12CC3CC(CC(C3)C1)C2	60	2	3	·	-5.0	-51	4	·	-1	71
COC(=O)CN1C(=O)N(c2ccccc2)C(N(O)C(=O)Nc2ccccc2)C1(C)C (configuration not stated)	105	4	5	9	0.7	-60	19	·	-7	98
O=C(Nc1cccc2ccccc12)c1ccc(OC(=S)N2CCOCC2)cc1	77	109*	4	-42	-0.7	-15	0	-2	-6	77
O=C(Nc1ccc(N2CCOCC2)c(Cl)c1)c1ncn[nH]1	87	2	0	10	0.2	-39	9	-2	-10	84
C=CCOC(=O)C(C#N)c1nc2ccccc2nc1N1CCN(c2ccccc2OC)CC1 (configuration not stated)	76	6	12	-2	0.4	-43	7	-2	0	71
Cc1nc(CCNC(=O)c2cccs2)cs1	103	5	0	-9	0.7	-41	11	·	·	94
Cc1sc(NC(=O)c2cccs2)c(C(N)=O)c1C	78	7	-2	-23	-5.2	-24	8	·	-7	89

Gathered by group: those above containing a nitro group on carbon
SMILES	HCT116 bCat-KO	Measles CPE	NPY Y2 blocker	E-sel TNF inh	MRP-1 activ	BB579 growth dn	GALR2 blocker	Phagocyt inh	Yeast life ext	HCT116 PTEN-null
COc1ccc(OCCCC(=O)Nc2cc([N+](=O)[O-])ccc2C)cc1	95	4	-1	-17	-1.6	-60	-13	0	-17	93
CCOC(=O)CSCC(=O)Nc1nnc(-c2cccc([N+](=O)[O-])c2)s1	93	15	2	-11	0.3	-35	1	·	0	97
Cc1ccc(C(=O)N2CCN=C2SCc2ccc([N+](=O)[O-])cc2)cc1	76	10	1	-6	-2.1	-14	1	-9	3	81

Next compounds.
SMILES	HCT116 bCat-KO	Measles CPE	NPY Y2 blocker	E-sel TNF inh	MRP-1 activ	BB579 growth dn	GALR2 blocker	Phagocyt inh	Yeast life ext	HCT116 PTEN-null
O=C1CCCCCN1Cc1ccccc1	100	2	-2	36	-1.4	-42	-8	-4	0	99
CCOc1ccccc1NC(=O)CSc1nnnn1-c1ccc(C(=O)OC)cc1	62	7	6	-5	-3.7	-47	-5	-1	-13	80
CCOC(=O)C1CSC(CC(=O)Nc2ccc(OCC)cc2)C(=O)N1 (configuration not stated)	94	4	2	-1	-1.9	-6	1	·	·	102
CN1CCN(C(=O)CCNC(=O)Cn2ccc3ccccc3c2=O)CC1	101	29	8	-47	0.2	-30	7	0	-12	94
Cc1ccc2oc(-c3ccc(C)c(NC(=S)NC(=O)c4cccs4)c3)nc2c1	10	59*	2	-1	-6.2	-38	0	·	2	4
COc1ccccc1CNC(=O)c1cccc(-c2ccc(C)c3ccccc23)n1	10	17	10	-26	-3.9	-29	-11	·	-4	19
O=C(c1cc(-c2ccco2)on1)N1CCN(c2ccccc2)CC1	106	6	8	-11	-2.8	7	16	2	-7	77
O=C(NC(=S)Nc1cc([N+](=O)[O-])ccc1Cl)c1ccccc1	57	10	6	9	-1.4	-97	6	-1	-15	70
Cc1oc(C(C)(C)C)c(CN2CCCC2)c1C(=O)O	85	11	-2	-60	-2.5	-35	-1	0	13	96
Clc1ccc2nc(-c3ccccn3)c(Nc3ccc4c(c3)OCO4)n2c1	35	5	8	-23	0.8	-50	7	-6	1	37
C/C(NC(=O)c1cccs1)=C1\C(=O)C[C@@H]2[C@H]1C2(C)C	99	12	5	10	0.8	-68	10	-1	-8	100
Cc1ccc(NC(=O)CNc2ccc(Cl)cc2F)cc1	96	26	0	·	2.0	-27	2	-1	-8	89
Cc1nc2c3ccccc3n(CC#N)c(=O)n2n1	99	8	0	16	-1.7	34	4	0	1	103
CCc1ccc(N(C(=O)C(F)(F)F)C(C(=O)NC2CCCCC2)c2ccncc2)cc1 (configuration not stated)	87	16	-1	-18	-0.7	-42	1	0	-15	86
Cc1cc(=O)[nH]c(N/N=C/c2ccc(Br)s2)n1	87	5	-2	·	-2.3	-36	6	-12	-1	92
CCn1nnnc1SCC(=O)c1ccc(C)cc1	89	19	3	26	2.4	-7	-12	·	·	94
CCCCCCNS(=O)(=O)c1nc2nc(C)cc(C)n2n1	102	7	2	-68	1.0	-30	3	0	-4	99
CCn1c(SCC(=O)Nc2ccc(OC)cc2)nnc1-c1ccco1	100	7	2	4	2.7	-8	3	·	·	99
COc1ccc(Br)cc1C(=O)Nc1ccc(N2CCN(S(C)(=O)=O)CC2)cc1	104	1	-2	2	-0.3	-26	-14	3	-6	97
Cc1ccc(-n2nnnc2SCC(=O)N2CC(=O)Nc3ccccc32)cc1	95	20	2	-9	-2.4	2	10	1	-7	91
CN(C)C(=S)SCC(=O)Nc1ccc(Cl)cc1Cl	93	21	3	-3	-0.9	-20	-1	-2	-6	93
Cc1cc(C)nc(N/N=C/c2ccccc2OCc2cccc(Br)c2)n1	23	34	4	·	-3.8	-30	10	·	4	25
CCOc1ccc(/C=N/OCC(=O)NC(c2ccccc2)c2ccccc2)cc1	65	4	2	44	0.3	-31	5	-6	7	58
